# Screens as filed in PubChem.
# TSG101-PTAP inh – qHTS Validation Assay for Inhibitors of HIV-1 Budding by Blocking the Interaction of PTAP/TSG101: Sytravon Library Screen. Tumor susceptibility gene 101 protein (Homo sapiens), Q99816. Fluorescence polarization, FITC-PTAP peptide/Tsg101, 20 min. Potency, µM (highest dose often 115 µM), for inactives: top-dose activity change, negative = inhibition, actives largely listed as inhibitors. 44,000 tested, under 10 active. AID 1347069, 2019; note: potency is the fitted concentration of half-maximal effect; 0% is about no effect
# Target sequence (Q99816 whole entry, looked up): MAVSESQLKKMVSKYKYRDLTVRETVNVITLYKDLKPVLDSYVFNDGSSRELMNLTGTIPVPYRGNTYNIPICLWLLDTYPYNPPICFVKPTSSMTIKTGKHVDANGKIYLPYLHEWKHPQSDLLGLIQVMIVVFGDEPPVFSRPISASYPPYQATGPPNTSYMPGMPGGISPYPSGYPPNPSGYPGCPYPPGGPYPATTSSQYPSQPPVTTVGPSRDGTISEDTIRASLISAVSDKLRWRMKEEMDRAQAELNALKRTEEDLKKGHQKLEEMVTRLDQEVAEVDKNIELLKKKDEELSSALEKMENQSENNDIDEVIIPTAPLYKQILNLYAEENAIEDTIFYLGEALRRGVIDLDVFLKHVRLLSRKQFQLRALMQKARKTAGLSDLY
#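 FITC-labeled PTAP peptide (50 nM final) binding to Tsg101 binding domain (10 uM final) read by fluorescence polarization after 20 min at r.t. in HEPES pH 7.5 buffer. Actives by CRC class, <25 µM.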
# B2AR arrestin ag – qHTS assay of beta-arrestin-biased ligands of beta2-adrenergic receptor: NCGC Sytravon Library Screen. Beta-2 adrenergic receptor (Homo sapiens), P07550. HTLA Tango cells, beta-arrestin recruitment, luciferase luminescence, 18 h. Potency, µM (series often up to 46.1 µM), for inactives: at the highest dose activation, actives largely listed as activators. 44,000 tested, under 10 active. AID 1347077, 2019;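 note: potency is the fitted concentration of half-maximal effect; 0% = DMSO and full agonism = EC100 isoproterenol or metaproterenol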
# Target sequence (P07550 whole entry, looked up): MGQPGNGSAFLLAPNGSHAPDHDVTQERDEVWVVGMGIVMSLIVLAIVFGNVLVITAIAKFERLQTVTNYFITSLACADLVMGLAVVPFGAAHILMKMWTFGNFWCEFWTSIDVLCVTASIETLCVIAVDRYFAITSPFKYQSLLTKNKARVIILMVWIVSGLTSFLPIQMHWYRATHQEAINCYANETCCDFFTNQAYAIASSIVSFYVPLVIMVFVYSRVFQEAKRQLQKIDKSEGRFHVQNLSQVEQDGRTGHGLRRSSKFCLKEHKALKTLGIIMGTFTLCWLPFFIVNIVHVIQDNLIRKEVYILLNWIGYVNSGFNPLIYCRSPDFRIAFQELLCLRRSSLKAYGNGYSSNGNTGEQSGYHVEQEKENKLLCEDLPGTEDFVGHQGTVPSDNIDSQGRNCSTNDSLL
#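 Tango cells expressing recombinant beta2-AR and beta-arrestin were treated with compounds (up to 46 microM titration) in DMEM with 1% FBS for 18 hr at 37 degrees C. Beta-arrestin recruitment drove tTA-dependent luciferase, read by luminescence; curves were fitted and classed.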
# p53null 39C tox – qHTS Screen for Compounds that Selectively Target Cancer Cells with p53 Mutations: Cytotoxicity of p53 Null Cells at the Nonpermissive Temperature; H1299 p53-null (neo) cells, 39C, ATPlite viability, 24 h; Potency, µM (series often up to 46.1 µM), without a hit: top-dose activity, negative = cell killing, actives largely listed as cytotoxic; actives 0.97% (n = 55,000);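 note: potency is the fitted concentration of half-maximal effect; 0% = DMSO only and -100% = full killing by 100 µM tamoxifen; nearly all actives have a fitted effect of over 50% in size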
#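 Luminescent ATP signal reported cell survival after H1299 lines (neo, p53 null; or p53 A138V) received up to 46 uM compound and 24 hr incubation at 39C.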
# NTMT1 inh – Primary qHTS for Inhibitors of N-terminal methyltransferase 1 (NTMT1): MTaseGlo Assay; NTMT1 MTase-Glo SAH luminescence, purified enzyme; Potency, µM (series often up to 114 µM), inactives show top-dose activity change, negative = inhibition, most hits filed as inhibitors; actives 2.5% (n = 59,000);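 note: potency is the fitted concentration of half-maximal effect; plate controls were DMSO vehicle for no effect and no enzyme for full effect; nearly all actives have a fitted effect of over 65% in size; many of its hits are not listed in these tables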
# Target sequence (Q9BV86 whole entry, looked up): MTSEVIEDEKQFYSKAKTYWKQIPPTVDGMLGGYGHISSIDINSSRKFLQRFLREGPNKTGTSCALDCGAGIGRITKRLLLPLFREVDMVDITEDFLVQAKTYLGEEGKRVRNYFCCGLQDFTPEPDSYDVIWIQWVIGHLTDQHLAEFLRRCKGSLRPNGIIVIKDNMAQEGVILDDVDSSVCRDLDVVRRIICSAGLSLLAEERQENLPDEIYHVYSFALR
# GALK inh – qHTS Assay for Inhibitors of Human Galactokinase (GALK): NCGC Sytravon Library Screen; Potency, µM (doses to about 57.5 µM), for the others: at the top dose activity, negative = inhibition, actives largely listed as inhibitors; P51570; recombinant GALK, Kinase-Glo ATP luminescence, 1 h; 44,000 tested, under 10 active;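 note: plate controls were full GALK reaction for no effect and reaction lacking GALK for full effect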
#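 Reactions with and without enzyme served as controls. GALK at 5 nM phosphorylates 100 uM galactose using 35 uM ATP (HEPES pH 8.0, Mg2+) for 1 h at RT, with luminescence read 10 min after adding Kinase-Glo Plus.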
# p53null 32C kill – qHTS Screen for Compounds that Selectively Target Cancer Cells with p53 Mutations: Cytotoxicity of p53 Null Cells at the Permissive Temperature | H1299-neo p53 null cells, ATP luminescence, 24 h, 32C | Potency, µM (top dose mostly 46.1 µM), inactives show at the top dose activity change, negative = cytotoxicity, most hits filed as cytotoxic | actives 0.62% (n = 55,000);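 note: potency is the fitted concentration of half-maximal effect; 0% = DMSO only and -100% = full killing by 100 µM tamoxifen; nearly all actives have a fitted effect of over 55% in size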
#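 H1299-neo (p53 null) cells, 600/well, treated 24 h at 32C with compound up to 46 uM; ATPlite luminescence viability, normalized to DMSO and 100 uM tamoxifen; AC50 by Hill fit.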
# FH mod – Identification of activators of human fumarate hydratase by quantitative high-throughput screening | Fumarate hydratase, mitochondrial (Homo sapiens), P07954 | AID 1347055, 2019 | actives 0.22% (n = 54,000) | FH coupled MDH/diaphorase resazurin fluorescence, 15 min | Potency, µM (titrated, usually from 79.9 µM), without a hit: top-dose activity change, negative = inhibition, most hits filed as inhibitors; note: potency is the fitted concentration of half-maximal effect; % is set by controls: 0 for no effect and ±100 for the full control effect; the screen sought activators but most active calls are inhibition curves; nearly all actives have a fitted effect of over 45% in size
# Starred values were filed as active, the others as inactive; ? = inconclusive; nt = no result given; & = joins results of further samples; [ ] = another dose, or the depositor's remark. Calls come from the whole dose curve; as a rule, active = well fitted curve in the direction sought with a large enough effect; inconclusive = small, poorly fitted or top-dose-only effect, or another doubt; inactive = no such curve, though single readings can be large; an effect the other way counts as inactive or inconclusive.
SMILES,TSG101-PTAP inh,B2AR arrestin ag,p53null 39C tox,NTMT1 inh,GALK inh,p53null 32C kill,FH mod
COc1ccc(-c2nn(-c3ccc(C)cc3)c3c2cnc2ccc(C)cc23)cc1OC,-5%,-2%,-2%,-15%,0%,5%,0%
O=C(CN1Cc2ccccc2C1=O)Nc1cc(F)ccc1F,4%,1%,-1%,-3%,1%,3%,8%
Cc1cccc(NC(=O)c2cc3c(C)nn(-c4ccccc4)c3s2)c1,-2%,1%,-23%,?,3%,5%,?
COc1ccc(NC(=O)CCNS(=O)(=O)c2ccc3c(c2)CCN3C(=O)C2CC2)cc1Cl,-5%,0%,8%,6%,0%,6%,-4%
COc1ccc(S(=O)(=O)c2cn(C)c3cc(N4CCCCC4)c(F)cc3c2=O)cc1,2%,-1%,2%,0%,0%,5%,-5%
CC(=O)Nc1ccc(NC(=O)C(NS(=O)(=O)c2ccc(Br)s2)c2ccccc2)cc1 (configuration not stated),0%,1%,-12%,-9%,-1%,3%,-3%
COc1ccc(N2CCN(C(=O)c3cccn3-c3nnc(N4CCCC4)s3)CC2)cc1,0%,1%,2%,0%,0%,0%,0%
O=C(NCC(c1ccc(Cl)cc1)N1CCCCC1)c1ccccc1F (configuration not stated),-8%,-4%,-13%,-4%,2%,-4%,-12%
Cc1cc(C)cc(NC(=O)COCc2cc(-c3ccc4c(c3)OCO4)on2)c1,0%,0%,-19%,0%,-4%,-7%,-29%
CC(=O)N1CCCc2cc(S(=O)(=O)N3CCCC(C(=O)NCc4ccc(C)cc4)C3)ccc21 (configuration not stated),-1%,0%,7%,11%,2%,3%,-4%
CCOC(=O)C1CCCN(C(=O)Cn2ncc3c(C)n(Cc4ccc(Cl)cc4)c(C)c3c2=O)C1 (configuration not stated),0%,-2%,-9%,5%,0%,8%,1%
COc1ccc2c(c1)NC(c1ccc(F)cc1)=NC(c1ccc(F)cc1)=N2,-1%,-2%,-18%,-16%,-1%,-5%,-7%
COc1ccc(CCNC(=O)CCCCn2c(=O)c3ccccc3n(Cc3ccccc3)c2=O)cc1OC,-7%,-2%,1%,-1%,-6%,8%,-17%
O=c1oc2c3c(ccc2c2ccccc12)OCN(Cc1ccccc1Cl)C3,-2%,0%,9%,-1%,-1%,0%,-12%
CCOc1ccccc1NC(=O)CSc1cc(=O)n(CC)c2ccccc12,-4%,1%,3%,?,7%,2%,?
Cc1ccc(C)c(Cn2c(=O)n(-c3ccc(Cl)cc3)c(=O)c3c(C)c(C)sc32)c1,-2%,-1%,11%,9%,6%,3%,-3%
Fc1ccc(NCc2nnc3n2CCCCC3)cc1Cl,2%,0%,6%,8%,1%,-8%,4%
COc1ccc(NC(=O)c2cn3c4c(ccc(Cl)c4c2=O)OC(C)C3)cc1OC (configuration not stated),16%,-1%,6%,-4%,0%,0%,2%
Cc1ccc(CNC(=O)c2cc(S(=O)(=O)N3CCCCCC3)cn2C)cc1,0%,0%,-4%,9%,0%,2%,-15%
O=S(=O)(NCCc1csc2nc(-c3ccccc3)nn12)c1ccc(Cl)s1,2%,-4%,14%,12%,-1%,-3%,7%
COc1ccc(CCNC(=O)CCc2c(C)c3ccc(O)c(C)c3oc2=O)cc1,6%,-2%,-2%,nt,4%,-5%,nt
COC(=O)c1ccccc1NC(=O)c1cc2cc(C)ccc2n1C,-2%,0%,-18%,3%,3%,1%,-28%
Cc1cc(C)cc(NC(=O)CN(C)S(=O)(=O)c2ccc3c(c2)CCC(=O)N3)c1,1%,0%,0%,0%,0%,-4%,-15%
Cc1ccc2c(=O)cc(C(=O)Nc3sc4c(c3C(=O)NCc3ccco3)CCCC4)oc2c1C,0%,1%,1%,-2%,-9%,5%,-6%
O=C(COc1ccccc1F)Nc1c(C(=O)Nc2cccc(F)c2)oc2ccccc12,1%,-2%,-4%,?,-1%,-16%,-12%
CCC(=O)N1CCc2cc(CNS(=O)(=O)c3cc(Cl)ccc3OC)ccc21,-1%,0%,-5%,-15%,?,-10%,1%
O=C(Nc1ccc(Cl)c(C(F)(F)F)c1)C(Cc1ccccc1)NS(=O)(=O)c1ccc(Br)s1 (configuration not stated),0%,0%,-4%,14%,3%,-5%,-2%
Cc1ccc(NC(=O)C(C)Sc2nc3c(c(=O)[nH]2)CCCC3)cc1Cl (configuration not stated),1%,-2%,-1%,-1%,3%,1%,?
Cc1ccc(S(=O)(=O)N2CCCc3cc(NS(=O)(=O)c4cc(F)ccc4F)ccc32)cc1,-1%,0%,71%[activator],-3%,2%,49%[activator],?
Cc1ccc(C)c(N2CCN(C(=O)c3cc4cc5ccc(C)cc5nc4o3)CC2)c1,-6%,1%,-10%,-1%,8%,1%,-24%
CCOC(=O)c1c(NC(=O)c2cc(=O)c3cc(Cl)ccc3o2)sc(C)c1C,-5%,-1%,-10%,60%[activator],10%,-9%,0%
COc1ccc(Cl)cc1NC(=O)C(C)N1Cc2ccccc2C1=O (configuration not stated),0%,-1%,-22%,-20%,-3%,-6%,10%
CCn1nc(-c2ccccc2)c(-c2ccccc2)c(C(=O)Nc2ccccc2C#N)c1=O,-1%,-1%,-1%,3%,9%,-6%,-6%
Cc1ccc(C)c(NC(=O)C(=O)NCCc2csc3nc(-c4ccccc4C)nn23)c1,-3%,-1%,?,-7%,1%,-19%,-6%
Cc1ccc(N(CC(=O)N2CCN(c3cc(C)ccc3C)CC2)S(=O)(=O)c2c(C)nn(C)c2C)cc1,-6%,1%,7%,8%,-4%,53%[activator],?
CCOC(=O)c1cc2c(=O)n3ccccc3nc2n(Cc2ccco2)c1=NC(=O)c1ccc(OC)cc1,-16%,?,-1%,-14%,-3%,8%,-13%
Cc1cc(C)cc(NC(=O)c2cccc(N3CCCS3(=O)=O)c2)c1,-6%,1%,-1%,-2%,-2%,-16%,3%
CCc1ccc(C(=O)c2cn(CC(=O)Nc3cc(OC)ccc3OC)c3ccc(Cl)cc3c2=O)cc1,-1%,0%,-19%,-5%,5%,?,-6%
Cc1ccc(NC(=O)Cn2c(=O)n(Cc3ccccc3)c(=O)c3sc4ccccc4c32)cc1,-3%,0%,-2%,0%,-3%,-3%,2%
COc1ccc(NC(=O)c2ccc(CNS(=O)(=O)c3ccc4c(c3)C(C)(C)C(=O)N4C)cc2)cc1,-1%,4%,-3%,-9%,2%,-7%,-40%

# Reformatted tab-delimited: part of the list above.
smiles	TSG101-PTAP inh	B2AR arrestin ag	p53null 39C tox	NTMT1 inh	GALK inh	p53null 32C kill	FH mod
CCOc1ccccc1NC(=O)CSc1cc(=O)n(CC)c2ccccc12	-4%	1%	3%	?	7%	2%	?
Cc1ccc(C)c(Cn2c(=O)n(-c3ccc(Cl)cc3)c(=O)c3c(C)c(C)sc32)c1	-2%	-1%	11%	9%	6%	3%	-3%

# Additional results
SMILES,TSG101-PTAP inh,B2AR arrestin ag,p53null 39C tox,NTMT1 inh,GALK inh,p53null 32C kill,FH mod
CCc1ccc2oc(C(=O)Nc3nonc3CC)c(C)c2c1,3%,-2%,-25%,7%,?,-3%,-1%
CC(C)c1ccc(NC(=O)c2ccc(F)c(S(=O)(=O)N3CCc4ccccc43)c2)cc1,-5%,0%,2%,-4%,-5%,9%,-17%
CCOc1ccc(NC(=O)CCc2c(C)nc3c4c(C)cc(C)nc4nn3c2C)cc1,0%,-4%,-5%,15%,-1%,9%,-12%
CCOc1ccc(C(=O)CSc2nc3cc(C(=O)NC4CCCC4)ccc3c(=O)n2CC2CCCO2)cc1 (configuration not stated),-2%,-1%,-15%,-8%,-2%,-2%,-2%
CCOc1ccc(NC(=O)[C@@H](c2ccccc2)N2Cc3ccccc3C2=O)cc1,0%,0%,1%,25%,9%,-2%,-21%
CCN(C(=O)c1c(C)oc2ncn(CC(C)C)c(=O)c12)c1cccc(Cl)c1,-3%,0%,-16%,18%,2%,-1%,1%
CCOc1cccc2cc(-c3nnc(Nc4ccc(F)c(Cl)c4)s3)c(=O)oc12,-1%,-3%,7%,14%,-2%,1%,1%
COC(=O)c1ccc(Nc2nc(-c3ccc(C)cc3)nc3ccccc23)cc1,1%,1%,16µM*,1%,4%,?,?
CCOc1ccccc1NC(=O)CCCc1nc(-c2ccccc2Cl)no1,-1%,0%,1%,6%,-1%,-2%,-10%
CCOc1ccc(-c2nonc2NC(=O)COc2ccc(C)c(C)c2)cc1OCC,1%,0%,-8%,13%,6%,-6%,-9%
Cc1ccc(-c2ccc(=O)n(CC(=O)NCCc3ccccc3)n2)cc1,-7%,0%,7%,-15%&7%,4%,-3%,-4%
Cn1nnnc1SCCCNCc1ccccc1OCc1ccc(Cl)cc1,-1%,-4%,-16%,?,3%,-1%,-16%

# Given with tabs: part of the list above
structure	TSG101-PTAP inh	B2AR arrestin ag	p53null 39C tox	NTMT1 inh	GALK inh	p53null 32C kill	FH mod
CCOc1ccc(C(=O)CSc2nc3cc(C(=O)NC4CCCC4)ccc3c(=O)n2CC2CCCO2)cc1 (configuration not stated)	-2%	-1%	-15%	-8%	-2%	-2%	-2%
CCOc1ccc(NC(=O)[C@@H](c2ccccc2)N2Cc3ccccc3C2=O)cc1	0%	0%	1%	25%	9%	-2%	-21%
CCN(C(=O)c1c(C)oc2ncn(CC(C)C)c(=O)c12)c1cccc(Cl)c1	-3%	0%	-16%	18%	2%	-1%	1%
CCOc1cccc2cc(-c3nnc(Nc4ccc(F)c(Cl)c4)s3)c(=O)oc12	-1%	-3%	7%	14%	-2%	1%	1%
COC(=O)c1ccc(Nc2nc(-c3ccc(C)cc3)nc3ccccc23)cc1	1%	1%	16µM*	1%	4%	?	?
CCOc1ccccc1NC(=O)CCCc1nc(-c2ccccc2Cl)no1	-1%	0%	1%	6%	-1%	-2%	-10%
CCOc1ccc(-c2nonc2NC(=O)COc2ccc(C)c(C)c2)cc1OCC	1%	0%	-8%	13%	6%	-6%	-9%
Cc1ccc(-c2ccc(=O)n(CC(=O)NCCc3ccccc3)n2)cc1	-7%	0%	7%	-15%&7%	4%	-3%	-4%
Cn1nnnc1SCCCNCc1ccccc1OCc1ccc(Cl)cc1	-1%	-4%	-16%	?	3%	-1%	-16%

# This is a subset; rates above refer to the full screens.
